sPLA2-III inh: human group III sPLA2 inhibitors, primary screen, biochemical, QFRET, BODIPY PC-A2 liposome substrate; QFRET BODIPY PC-A2 liposome hydrolysis, fluorescence; inhibition, % at 12.2 µM; AID 743126, 2013; 370,000 compounds, 0.56% hits;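 active = inhibition above mean plus 3 SD of compounds lying within the high and low control bounds, cut at about 19% in these data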;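 also: 0% = median of test compound wells and 100% = no enzyme DMSO wells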
Target sequence (Q9NZ20 whole entry, looked up): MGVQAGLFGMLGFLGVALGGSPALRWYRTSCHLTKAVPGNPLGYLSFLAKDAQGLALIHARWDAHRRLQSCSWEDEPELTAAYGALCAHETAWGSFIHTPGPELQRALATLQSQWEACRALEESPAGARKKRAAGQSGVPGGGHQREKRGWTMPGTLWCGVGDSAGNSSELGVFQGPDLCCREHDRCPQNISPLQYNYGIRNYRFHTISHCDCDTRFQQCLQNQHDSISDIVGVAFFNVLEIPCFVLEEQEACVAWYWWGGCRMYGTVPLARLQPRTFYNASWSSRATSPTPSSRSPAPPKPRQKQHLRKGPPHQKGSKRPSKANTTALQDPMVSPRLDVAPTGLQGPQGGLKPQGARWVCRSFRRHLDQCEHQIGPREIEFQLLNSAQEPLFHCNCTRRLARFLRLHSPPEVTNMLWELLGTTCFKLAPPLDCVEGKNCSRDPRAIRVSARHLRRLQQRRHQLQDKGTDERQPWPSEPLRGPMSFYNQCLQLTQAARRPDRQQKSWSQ
ssDAF12 agonist: S. stercoralis DAF-12 nuclear receptor activators, primary screen, cell-based, luminescence, HEK293, GRIP1 co-expression, lit1-tk-luc. Nuclear hormone receptor DAF-12 (Strongyloides stercoralis). HEK293 ssDAF-12/GRIP1 lit1-tk-luc reporter; % of 3 µM dafachronic acid response. activation, % at 6.8 µM. 370,000 compounds, 1% hits;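 active = activation above the mean over all tested compounds plus 3 SD, cut at about 0.9% in these data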;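 also: 0% = DMSO-only wells and 100% = 3 µM delta7-dafachronic acid wells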
DAX1 inh-1: DAX1 (NR0B1) inhibitors on StAR promoter, primary screen, cell-based, luminescence, SF-1 (NR5A1), full-length DAX-1; HEK293T StAR-luciferase reporter, SF-1/DAX-1 repression relief; inhibition, % at 6.8 µM; 370,000 compounds, 1.1% hits; AID 652010, 2013;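 active = inhibition above the mean over all tested compounds plus 3 SD, cut at about 3.6% in these data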;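 also: 0% = DAX-1 cells with DMSO and 100% = cells lacking DAX-1 with DMSO; higher inhibition means more luminescence from relief of DAX-1 repression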
KLK7 zymogen act: proKLK7 zymogen activators, primary screen, biochemical, fluorescence intensity. Kallikrein-7 (Homo sapiens), P49862. purified proKLK7, EDANS-DABCYL substrate fluorescence; 100% is mature enzyme control, 0% vehicle. activation, % at 7 µM. 370,000 compounds, 0.9% hits;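 active = activation above the mean of all tested compounds plus 3 SD, computed per campaign excluding outliers beyond control limits, cut at about 13% in these data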
Target sequence (P49862 whole entry, looked up): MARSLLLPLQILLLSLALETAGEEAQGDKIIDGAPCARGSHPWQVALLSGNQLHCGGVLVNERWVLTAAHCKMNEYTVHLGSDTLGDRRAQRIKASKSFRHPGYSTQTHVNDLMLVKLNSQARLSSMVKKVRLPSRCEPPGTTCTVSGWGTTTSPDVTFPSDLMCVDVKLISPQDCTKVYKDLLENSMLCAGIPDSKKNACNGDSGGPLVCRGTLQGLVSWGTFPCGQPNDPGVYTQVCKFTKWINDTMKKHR
NPR1 activator: GC-A stimulated cGMP production enhancers – HEK293 GC-A cells, cGMP TR-FRET, EC30 ANP, primary screen. 0% at EC30 ANP, 100% saturating ANP. activation, % at 10 µM. 370,000 compounds, 0.14% hits. AID 1671463, 2021; in the data active = activation above about 40%
hgDAF12 agonist: H. glycines DAF-12 receptor agonists, primary screen, cell-based, luminescence, HEK293, GAL4 fusion, UAS-luciferase | HEK293 GAL4-hgDAF12 UAS-luciferase reporter, agonist luminescence; normalized to butyrate control | activation, % at 6.8 µM | Nuclear hormone receptor DAF-12 (Heterodera glycines), GAL4 fusion | 370,000 compounds, 1.8% hits;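 active = activation above a cutoff set at the mean of all screened compounds plus 3 SD, cut at about 10% in these data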;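 also: 0% = DMSO wells and 100% = sodium butyrate wells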
SMARCA2 act: SMARCA2 (BRM) function activators, primary screen, cell-based, luminescence, high throughput; MG213 cells, MMTV-luciferase reporter, dexamethasone, overnight; AID 652017, 2013; activation, % at 9.1 µM; 370,000 compounds, 1% hits; in the data active = activation above about 7.8%;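 also: 0% = vehicle wells and 100% = reference activator wells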
hcDAF-12 act: H. contortus DAF-12 nuclear receptor activators, primary screen, cell-based, luminescence, HEK293, lit1-tk-luc reporter | 370,000 compounds, 1.4% hits | HEK293 hcDAF-12 lit1-tk-luc reporter; 0% DMSO, 100% Δ7-dafachronic acid | activation, % at 6.8 µM | AID 652067, 2013;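 active = activation above the mean of all tested compounds plus 3 SD, cut at about 5.5% in these data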;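 also: 100% = response to 3 µM Δ7-dafachronic acid high control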
NPR2 activator: human GC-B receptor activators, primary screen, HEK293 GC-B cells, cGMP TR-FRET, EC30 CNP. 0% at EC30 CNP, 100% saturating CNP. activation, % at 10 µM. AID 1920062, 2024. Atrial natriuretic peptide receptor 2 (Homo sapiens), P20594. 370,000 compounds, 0.11% hits;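 active = activation at 10 µM reaching about 35% in either raw or pattern-adjusted values, limit read from the data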
DAX1 inh-2: DAX1 (NR0B1) inhibitors, primary screen, cell-based, HEK293, Gal4-DAX1, luciferase luminescence | Nuclear receptor subfamily 0 group B member 1 (Homo sapiens), P51843 | HEK293 Gal4-DAX1 luciferase reporter | 340,000 compounds, 0.99% hits | AID 504766, 2011 | inhibition, % at 6.75 µM;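 active = inhibition above the mean over all tested compounds plus 3 SD, cut at about 4.2% in these data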;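 also: 0% = DAX1-transfected cells with DMSO and 100% = empty-vector control cells with DMSO; inhibition shows as a rise in luminescence from relieved DAX1 repression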
Target sequence (P51843 207-470 limits assumed): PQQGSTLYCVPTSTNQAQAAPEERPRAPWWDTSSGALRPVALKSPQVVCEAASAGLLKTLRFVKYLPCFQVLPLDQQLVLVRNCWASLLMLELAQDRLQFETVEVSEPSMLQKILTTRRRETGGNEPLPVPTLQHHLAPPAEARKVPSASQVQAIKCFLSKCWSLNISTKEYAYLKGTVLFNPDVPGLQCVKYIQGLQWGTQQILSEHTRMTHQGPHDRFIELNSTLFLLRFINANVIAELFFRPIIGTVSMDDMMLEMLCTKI
GAA850 FXN act: FXN promoter activators, primary screen, cell-based, luciferase luminescence, HEK293 lucGAA850; HEK293 lucGAA850 FXN promoter luciferase reporter, 24 h; percent of 10 µM SAHA response; 360,000 compounds, 0.56% hits; activation, % at 6 µM; AID 540364, 2011;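 active = activation above the average of all compounds screened plus 3 SD, cutoff fixed separately per campaign, cut at about 7.5% in these data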;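 also: 0% = DMSO wells and 100% = 10 µM SAHA wells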
* = called active by the depositor; . = not tested or not shown.

molecule	sPLA2-III inh	ssDAF12 agonist	DAX1 inh-1	KLK7 zymogen act	NPR1 activator	hgDAF12 agonist	SMARCA2 act	hcDAF-12 act	NPR2 activator	DAX1 inh-2	GAA850 FXN act
Cc1ccc2nc(-c3ccc(NC(=O)COC(=O)c4ccc([N+](=O)[O-])o4)cc3)sc2c1	9.4	1.3*	4.0*	1.1	13.3	22.9*	2.8	7.4*	3.4	1.8	1.4
Cc1ccc(Nc2nc(N)c([N+](=O)[O-])c(N3CCC(C)CC3)n2)cc1C	0.3	-1.6	-0.3	-0.1	3.5	1.0	-0.5	-0.8	3.2	-0.7	-0.1
CC(=O)N1CCCc2cc(S(=O)(=O)N3CCCC(C(=O)Nc4cc(C)ccc4C)C3)ccc21 (stereo not given)	-3.4	-1.5	-0.9	0.4	4.9	0.4	-0.8	-2.8	-2.3	0.0	-0.7
COC(=O)Cc1c(C)nc2nc(NCc3cccc([N+](=O)[O-])c3)[nH]n2c1=O	3.6	-0.7	0.3	0.2	3.7	-1.5	-0.4	0.4	-1.6	-0.1	-0.1
CC1=CC(C)C(C[N+]2(C)CCCCC2)C(C)C1 (stereo not given)	17.6	-1.1	-0.8	0.2	0.4	0.0	2.5	0.7	-0.4	1.4	-0.7
O=C(c1ccc(F)cc1)c1cccc(C(=O)c2ccc(F)cc2)n1	0.8	-1.4	0.7	-0.8	-5.6	-1.9	-3.5	-1.4	-0.9	0.9	-1.3
C[C@@H]1CN([C@@H](C)CO)C(=O)c2cc(Br)cnc2O[C@H]1CN(C)C(=O)Cc1cccnc1	3.8	-1.7	0.7	-0.2	-0.7	-1.3	-2.5	-2.0	1.1	1.3	1.0
CCN(CC(=O)NCc1cccs1)C(=O)c1cccc(S(=O)(=O)N2CC(C)OC(C)C2)c1 (stereo not given)	-0.1	-0.9	-1.8	-0.2	-2.9	-0.7	-0.1	1.0	3.4	0.3	-1.9
CC(C)N(C(=O)COC(=O)c1ccc(Cl)c(S(N)(=O)=O)c1)C(C)C	-5.9	-1.2	0.0	-0.7	3.2	-1.1	-3.0	-1.0	2.9	-0.4	-1.2
O=C(CCN1C(=O)/C(=C/c2ccc(F)cc2)SC1=S)NCCc1ccc(O)cc1	-36.6	-1.0	0.1	-0.4	-9.9	1.2	0.3	-0.4	-1.4	1.1	0.2
COc1ccc(C(C(=O)NCc2ccccc2)N(Cc2ccco2)C(=O)c2snc(C(N)=O)c2N)cc1 (stereo not given)	-9.4	-0.4	-0.9	-2.4	-30.7	-3.9	-0.8	-2.7	-10.6	-2.5	-6.4
CC(NC(=O)c1cccc(F)c1)C(c1cccs1)N1CCN(C)CC1 (stereo not given)	-0.6	-1.5	-0.5	-0.7	-3.2	3.3	-3.3	0.4	3.9	0.3	-0.6

Some values from the list.
C[C@@H]1CN([C@@H](C)CO)C(=O)c2cc(Br)cnc2O[C@H]1CN(C)C(=O)Cc1cccnc1 – sPLA2-III inh: 3.8
COc1ccc(C(C(=O)NCc2ccccc2)N(Cc2ccco2)C(=O)c2snc(C(N)=O)c2N)cc1 (stereo not given) – DAX1 inh-2: -2.5

Next part.
molecule	sPLA2-III inh	ssDAF12 agonist	DAX1 inh-1	KLK7 zymogen act	NPR1 activator	hgDAF12 agonist	SMARCA2 act	hcDAF-12 act	NPR2 activator	DAX1 inh-2	GAA850 FXN act
COc1ccc(C(=O)Nc2ccc(N3CCN(C)CC3)cc2)cc1	4.2	0.9	1.6	-0.2	-4.4	7.9	5.8	1.8	-1.1	2.2	5.9
CC1=CC(=O)C(Sc2ccc(C)cc2)=CC1=O	-2.0	-0.8	-0.6	-0.2	29.1	-4.8	8.1*	1.4	12.0	-0.1	2.6
CNc1nnc(-c2ccncc2)s1	0.8	-1.5	0.0	3.5	-1.4	1.9	3.8	-0.7	2.7	-0.2	0.9
CCCNC(=O)c1c(N)n(-c2cc(OC)cc(OC)c2)c2nc3ccccc3nc12	-2.5	-1.6	-0.4	-17.6	30.1	-0.8	0.4	-1.8	4.1	-0.1	-3.0
O=C(CCc1nnc2n(Cc3ccc(F)cc3)c(=O)c3ccccc3n12)NCCCN1CCOCC1	-2.6	-1.0	0.4	-0.3	0.4	0.9	1.2	0.7	0.0	-0.1	-0.8
Cc1ccc(C)c(NCCC#N)c1	6.5	-1.6	0.4	-0.6	-7.7	-2.6	-4.2	1.0	-0.4	-0.8	2.1
OC1CCN(c2cc(-c3ccccc3)nc3cc(-c4ccc(F)cc4)nn23)CC1	3.5	-1.7	-0.5	-35.7	-8.2	-0.6	-0.5	-0.6	-0.4	0.1	2.0
O=C(CSc1ccc([N+](=O)[O-])cn1)Nc1ccc2c(c1)OCO2	1.7	-1.1	0.7	-0.7	-1.7	3.9	-0.4	1.1	2.5	0.0	-2.2
COCC(=O)N(Cc1cc2ccc(C)cc2[nH]c1=O)c1ccc(OC)cc1	-3.9	-0.8	-0.8	0.3	-10.6	-2.2	-2.0	-1.1	-6.2	0.8	-0.5
CCCc1cc(=O)[nH]c(SCC(=O)N(C)C2CCS(=O)(=O)C2)n1 (stereo not given)	3.2	-1.1	0.3	-0.1	1.6	-0.7	0.6	-0.6	6.5	1.7	-0.9
COc1ccc(NC2CCCN(C(=O)CCCn3cncn3)C2)cc1 (stereo not given)	12.0	-0.6	-1.7	-0.8	2.6	1.3	-0.9	0.1	4.2	0.8	1.2
COc1cc2c(cc1NC(=S)NC(=O)/C=C/c1ccc(OC)c(OC)c1)oc1ccccc12	5.1	-0.5	-0.3	-1.3	0.4	1.1	-2.3	0.9	4.4	0.1	1.0
Cc1ccc(N2C(=O)Nc3ccccc3S2(=O)=O)cc1Cl	-7.0	-1.1	-0.3	0.5	7.0	-1.8	-2.1	-2.4	-3.7	-1.1	-0.3
CCN(c1ccccc1)S(=O)(=O)c1ccc(Cl)c(C(=O)NCC2CCCO2)c1 (stereo not given)	-4.7	-1.3	-0.8	0.4	2.4	5.9	-4.8	-0.8	0.9	-0.6	0.2
FC(F)(F)c1cnc2c(-c3ccccc3)n[nH]c2c1	-22.2	0.5	1.3	0.2	1.3	14.3*	2.7	4.4	-5.0	.	7.3
COc1cccc(OCC(Cn2c(C)nc3ccccc32)OC(C)=O)c1 (stereo not given)	3.5	-2.7	-1.2	0.3	-1.2	-4.2	-1.3	-2.5	-5.9	-3.5	1.1
O=S(=O)(c1cccs1)N1CCCc2nc(-c3ccc(Br)cc3)ccc21	1.4	-1.1	0.6	-0.2	1.2	-0.9	0.2	-0.2	13.4	.	.
Cc1ccc(OCC(=O)NC(=S)Nc2ccc(Br)cn2)cc1C	1.7	-1.9	0.5	0.5	-0.8	-5.2	0.4	-0.2	-0.4	-1.2	2.4
CCN(Cc1ccccc1)S(=O)(=O)c1cc(C(=O)NC(C)C2CC3CCC2C3)ccc1OC (stereo not given)	-14.6	-2.3	-0.8	-0.1	-2.5	-5.7	-2.9	-4.1	-1.2	-1.7	0.3
COc1ccc(CNc2nc3ccccc3n2C)c(O)c1	-2.6	0.1	4.5*	-0.1	2.3	17.2*	8.1*	3.6	0.1	3.5	3.6
COc1ccccc1N1CCN(S(=O)(=O)CCNC(=O)/C=C/c2ccc3c(c2)OCO3)CC1	-6.7	-1.0	-0.2	-0.5	3.5	0.7	-0.5	-1.7	5.3	-0.6	-4.9
COc1cc(OC)cc(C(=O)NC(C(=O)Nc2ccc(N3CCOCC3)cc2)C(C)C)c1 (stereo not given)	-3.9	-0.7	-0.2	-0.1	-1.7	-1.0	-0.7	-2.1	-5.1	-0.6	-1.9
Cc1c(O)nc(SCC(=O)Nc2ccc3c4c(cccc24)CC3)n(-c2ccccc2)c1=O	-2.0	-0.3	-1.4	-1.0	-1.4	6.3	-4.2	3.0	-0.9	-1.1	0.9
Cc1cc(F)ccc1N1CCC(N2CCN(CCC(C)C)C(CCO)C2)CC1 (stereo not given)	-7.3	-1.3	-0.1	-0.4	1.1	1.7	-3.9	0.7	-1.5	-0.1	-2.0
CCOCN(C(=O)Cn1cnc2ccccc21)c1c(C)cccc1CC	-9.4	-1.2	0.2	0.5	-20.3	1.3	-2.4	0.6	-12.2	0.9	-2.3
COC(=O)c1cnn2c3c(c(C)nc12)CCCC3	10.8	-1.0	1.3	2.7	3.3	7.0	10.5*	-0.2	-5.1	0.2	1.4
O=C(CSc1nnc(Cc2ccccc2)o1)NC1CCCCC1	13.9	-1.4	0.3	0.0	-4.5	-1.4	-1.7	-1.0	3.7	-0.8	0.3
CC1CN(c2nc3ccccc3nc2SCC(=O)Nc2cccc(C(F)(F)F)c2)CC(C)O1 (stereo not given)	-1.4	-1.7	0.3	0.1	1.7	-0.3	0.9	-1.8	4.0	-2.0	0.1
Clc1ccc2c(c1)C1=C(C(c3ccncc3)O2)C(c2ccc(Br)cc2)n2ncnc2N1 (stereo not given)	-2.2	-1.7	-0.7	-13.4	-14.4	-1.7	-0.3	-1.4	-14.3	0.2	-8.1
COc1ccc(OC)c2[nH]c(=O)c(CCNS(=O)(=O)c3ccc(Cl)cc3)cc12	-1.2	-1.5	-0.5	1.1	-5.4	-1.0	4.3	-1.4	-6.7	0.3	1.0
CCN(CC)S(=O)(=O)c1ccc(/C=C/C(=O)Nc2cccc(F)c2)cc1	-37.5	-2.2	-2.0	-1.2	0.7	3.3	-2.2	-4.8	6.2	-3.8	2.0
CC(c1ccccc1)N1C(=O)c2ccc(C(=O)NCc3cccnc3)cc2C1=O (stereo not given)	0.5	-0.7	-1.7	0.1	-0.8	1.2	3.9	0.9	-3.1	-0.9	-0.3
CCC(C)(C)NC(=O)Cc1ccccc1OC	11.5	-1.9	-0.1	0.6	-1.8	0.0	-5.1	-0.2	2.7	0.6	-1.0
CC(=O)Nc1ccc(NC(=O)C(C)OC(=O)COc2ccc(Nc3ccccc3)cc2)cc1 (stereo not given)	-4.7	-0.6	-0.2	0.3	3.7	1.0	-3.1	-2.2	-3.0	0.3	-0.3
COc1ccc(C(=O)OCC(=O)NC(=O)CCSc2ccccc2)cc1	-5.8	-1.6	0.2	1.0	5.8	-3.0	-2.0	-2.2	-4.0	-1.1	1.1

Bioassay records deposited in PubChem by several laboratories.
